Compound activity deposited in PubChem by The Scripps Research Institute Molecular Screening Center.
ADAM17 inh: inhibitors of human ADAM17 | P78536 | recombinant ADAM17, EDANS/DABCYL FRET peptide cleavage | inhibition, % at 6.95 µM | 370,000 tested, 0.83% active;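 active = inhibition above the mean of compounds lying between control limits plus 3 SD, set per campaign, cut at about 8.5% in these data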;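 also: 0% = DMSO-only wells as the low control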
KLK7 zymogen act: activators of human kallikrein-7 zymogen | P49862 | purified proKLK7, EDANS-DABCYL substrate fluorescence; 100% is mature enzyme control, 0% vehicle | activation, % at 7 µM | 370,000 tested, 0.9% active | AID 652039;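 active = activation above the mean of all tested compounds plus 3 SD, computed per campaign excluding outliers beyond control limits, cut at about 13% in these data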
DDE Tn7 FP inh: inhibitors of Tn7 peptide binding to human fibrin DD(E); inhibition, % at 8.3 µM; 370,000 tested, 0.13% active; FP displacement of FITC-Tn7 peptide from fibrin DD(E); 0% = median of compound wells per plate;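 active = inhibition above the mean of compounds falling within the control limits plus 3 SD of them, cut at about 14% in these data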;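 also: 0% = plate median of compound wells and 100% = 10 µM Aha-Tn7 peptide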
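system = human fibrin DD(E) protein | quantity = DD(E) 2 µM final | medium = Tris/NaCl/CaCl2 buffer, pH 7.8 | also added = labelled Tn7 tracer, 0.1 µM | compound dosing = single point at 8.3 µM | timing = compound with protein 10 min, then 3 h after probe, room temperature | signal = FP measurement | benchmarks = Aha-Tn7 high control | repeats = one replicate per compound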
PLCg1 inh: inhibitors of human phospholipase C gamma1. purified PLC-gamma1, fluorogenic substrate, fluorescence. inhibition, % at 12.2 µM. 370,000 tested, 0.84% active; in the data active = inhibition above about 9.5%
Target sequence (P19174 whole entry, looked up): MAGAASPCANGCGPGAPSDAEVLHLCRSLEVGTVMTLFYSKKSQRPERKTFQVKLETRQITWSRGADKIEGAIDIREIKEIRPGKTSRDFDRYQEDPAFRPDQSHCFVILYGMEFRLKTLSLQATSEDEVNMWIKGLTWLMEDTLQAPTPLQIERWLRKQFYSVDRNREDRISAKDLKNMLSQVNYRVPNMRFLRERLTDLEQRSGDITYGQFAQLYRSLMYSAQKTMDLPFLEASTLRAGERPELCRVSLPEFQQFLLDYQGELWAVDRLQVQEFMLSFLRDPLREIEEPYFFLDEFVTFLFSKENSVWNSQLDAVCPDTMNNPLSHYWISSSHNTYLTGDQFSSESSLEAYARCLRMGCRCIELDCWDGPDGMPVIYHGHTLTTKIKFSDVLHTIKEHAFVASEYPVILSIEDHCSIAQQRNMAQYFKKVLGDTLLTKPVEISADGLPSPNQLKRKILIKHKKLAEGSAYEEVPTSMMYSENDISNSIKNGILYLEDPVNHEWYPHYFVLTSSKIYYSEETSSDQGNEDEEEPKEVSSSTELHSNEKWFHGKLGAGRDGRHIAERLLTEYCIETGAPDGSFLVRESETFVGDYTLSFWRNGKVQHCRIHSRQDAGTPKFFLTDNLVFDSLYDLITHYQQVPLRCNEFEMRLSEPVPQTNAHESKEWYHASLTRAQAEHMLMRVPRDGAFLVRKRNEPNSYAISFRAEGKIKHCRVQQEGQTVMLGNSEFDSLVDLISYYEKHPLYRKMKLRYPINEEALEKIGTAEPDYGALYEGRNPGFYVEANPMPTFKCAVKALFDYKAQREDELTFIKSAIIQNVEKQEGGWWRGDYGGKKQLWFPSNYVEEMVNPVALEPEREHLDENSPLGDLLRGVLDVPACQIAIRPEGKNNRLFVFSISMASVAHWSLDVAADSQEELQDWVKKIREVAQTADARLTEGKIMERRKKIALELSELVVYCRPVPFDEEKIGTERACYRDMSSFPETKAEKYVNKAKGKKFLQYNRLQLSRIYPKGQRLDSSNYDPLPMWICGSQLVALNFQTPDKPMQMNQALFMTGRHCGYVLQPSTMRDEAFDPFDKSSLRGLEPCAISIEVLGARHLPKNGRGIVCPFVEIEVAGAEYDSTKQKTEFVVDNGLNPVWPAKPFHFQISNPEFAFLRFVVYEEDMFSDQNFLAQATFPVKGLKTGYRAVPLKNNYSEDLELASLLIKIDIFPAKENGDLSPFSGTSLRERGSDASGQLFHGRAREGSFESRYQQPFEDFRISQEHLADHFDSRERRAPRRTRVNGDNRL
DDE Tn6 FP inh: disrupts Tn6 cyclic peptide binding to fibrin D-Dimer-E complex; Fibrin DD(E) TRITC-Tn6 fluorescence polarization displacement; inhibition, % at 8.3 µM; 370,000 tested, 0.21% active;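 active = inhibition above a per-campaign cutoff: mean of compounds within control limits plus 3 SD, cut at about 15% in these data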;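 also: 0% = median of all compound wells on the plate and 100% = blocking peptide control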
ASAP1 GAP inh: blocks human ASAP1-stimulated Arf1 GTP hydrolysis; GDP FP detection; inhibition, % at 16.5 µM; 360,000 tested, 0.19% active; AID 624377; in the data active = inhibition above about 25%;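 also: 0% = vehicle with enzyme and substrate and 100% = no enzyme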
MBD2 DNA inh: inhibitors of human MBD2 binding to methylated oligonucleotide. TR-FRET. 370,000 tested, 0.31% active. AID 686964. inhibition, % at 4.4 µM; in the data active = inhibition above about 13%
PLCb3 inh: PLC-beta3 (human) inhibition, primary screen; Purified PLC-beta3, fluorogenic substrate, fluorescence; Q01970; 370,000 tested, 0.18% active; inhibition, % at 12.2 µM; in the data active = inhibition above about 11%;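 also: 0% = median of compound wells on plate and 100% = full blocker control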
ARFGAP1 inhibitor: rat ARFGAP1 inhibition | Q62848 | Arfgap1-stimulated ARF1 GTP hydrolysis, GDP FP detection | inhibition, % at 16.5 µM | 360,000 tested, 0.26% active;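 active = inhibition above a per-plate limit, mean inhibition of low control wells plus 3 SD, cut at about 25% in these data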;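 also: 0% = DMSO wells with enzyme and 100% = wells lacking Arfgap1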
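System: truncated rat Arfgap1 GAP domain / Benchmarks: high control wells lacking Arfgap1, low control full reaction with DMSO / Times: compound-enzyme preincubation 20 min, reaction 120 min, detection 60 min, 25 °C / Repeats: one replicate per compound / Also added: human ARF1(Δ1-17)-GTP substrate / Measured by: Tracer-displacement fluorescence polarization with EDTA stop, 620/688 nm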
UHRF1 MBD2 ctr: blocks human UHRF1 binding to methylated DNA | Q96T88 | 370,000 tested, 0.75% active | inhibition, % at 4.4 µM | AID 687016 | UHRF1 binding to methylated oligo, TR-FRET; in the data active = inhibition above about 21%;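 also: UHRF1 SRA domain binding a hemimethylated CpG hairpin DNA probe; 0% = median of test compound wells and 100% = reference inhibitor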
* hit, by the source's call; nt = not tested or not shown; & = joins results of further samples.

ADAM17 inh,KLK7 zymogen act,smiles,DDE Tn7 FP inh,PLCg1 inh,DDE Tn6 FP inh,ASAP1 GAP inh,MBD2 DNA inh,PLCb3 inh,ARFGAP1 inhibitor,UHRF1 MBD2 ctr
-0.6,0.4,CC(NC(=S)Nc1ccccc1Cl)C(c1ccccc1)N1CCOCC1 (stereo unspecified),1.2,1.6,-1.2,0.7,-2.1,3.6,3.3,-1.6
-4.7,-0.2,CCOC(=O)c1c(NC2=NS(=O)(=O)c3ccccc32)sc2c1CCCCC2,7.8,-1.1,-2.2,-3.9,-7.5,-2.1,-0.2,-1.1
1.9,-0.7,NC(=O)C1CCN(C(=O)CCC(=O)c2ccc(F)cc2)CC1,3.2,-0.5,5.4,3.3,-1.3,-3.5,-1.8,1.5
-88.2,6.5,Cc1nc(-c2cc(C#N)c(=O)[nH]c2C)cs1,3.8,-89.8,6.2,0.3,3.4,-84.2,-7.4,1.6
2.9,0.8,COCCN=C1OC(=O)N2C(=O)C3=C4[C@@H](C[C@H]5C(=O)N(c6ccccc6)C(=O)[C@H]5[C@H]4[C@@]12Cc1ccccc1)[C@H]1C(=O)N(c2ccccc2)C(=O)[C@H]1[C@H]3C,-2.3,-2.9,2.7,6.6,-2.7,-2.1,8.6,1.4
-1.1,-0.4,CCOc1ccc(C(=O)SC2=NCCS2)cc1,-0.8,1.2,-5.2,-14.6,-3.4,4.0,-2.3,1.4
-3.4,0.2,CCC(Sc1ncccc1C(=O)Oc1cccc([N+](=O)[O-])c1)C(=O)Nc1ccccc1OC (stereo unspecified),12.7,-1.1,5.3,0.3,-3.2,-0.3,4.1,-0.5
1.1,0.3,COC(=O)C1CCCCN1C(=O)c1ccc2oc(C(C)C)nc2c1 (stereo unspecified),6.6,-1.7,5.6,-7.8,-2.4,-5.1,0.4,0.2
-0.4,0.2,CCc1nnc(NC(=O)C2CCN(c3nc(C)cc(C)n3)CC2)s1,-0.1,0.7,4.4,-8.0,0.8,2.0,-14.5,-1.1
-1.4,-0.1,CCOC(=O)/C=C/C(=O)Nc1ccc(S(=O)(=O)N2CCc3ccccc32)cc1,-0.9,-3.0,0.0,3.0,1.1,-12.5,1.5,-0.8
-0.2,-1.0,COc1nc(OC)nc(N2CCC(C(=O)NC3CCCCCC3)CC2)n1,4.6,1.2,9.0,-0.9,-1.1,-1.1,-4.8,0.0
-3.1,-0.8,O=C(COC(=O)c1ccncc1)Nc1cccc(Cl)c1,4.0,-11.2,4.6,-3.5,-1.5,-9.6,0.7,0.5
3.2,0.3,COc1ccc(Br)cc1CN(C)C(=O)c1cc(Cl)c2c(c1)OCCO2,-2.6,1.1,-14.4,0.4,-5.8,-2.8,-5.5,2.8
-7.4,-0.3,N#CCCC(CCC#N)C1=NCCc2ccccc21,4.8,2.0,4.2,2.4,5.5,-7.8,-3.1,1.0
-15.3,-4.8,Cc1ccc(Cn2c(N)c(S(=O)(=O)c3cccs3)c3nc4ccccc4nc32)cc1,-6.0,-15.5,3.2,-4.7,-2.4,-33.3,-9.0,1.2
-0.6,-0.1,COc1ccc(NC(=O)C(Cc2ccccc2)n2cccc2)cc1 (stereo unspecified),9.4,0.8,0.0,4.9,1.0,-6.4,-5.6,-3.0
-1.9,-0.1,CC1(C)CC(=O)C(N=Nc2cc(Cl)c(Cl)c(Cl)c2)=C(O)C1,8.5,2.0,-3.8,-0.2,2.6,2.1,2.3,-1.0
-3.5,-0.2,O=C(c1ccc(Cl)c([N+](=O)[O-])c1)N1CCN(C(=O)c2ccco2)CC1,-8.4,1.0,-0.1,-3.5,4.6,-1.1,-11.2,1.1
5.8,-0.4,CC(C)CCNC(=O)c1onc(CSc2ccccn2)c1C(=O)NCCC(C)C,1.2,3.0,-2.3,9.2,-2.5,-3.3,4.7,1.4
-0.6,0.8,O=C(Nc1ccc(Br)cc1)c1ccccc1CC[N+](=O)[O-],1.0,-3.8,2.1,-2.0,-1.6,2.5,3.6,-0.6
-0.3,0.1,CC(=O)Oc1ccc2nc(-c3cccs3)oc(=O)c2c1,-8.6,5.1,-0.1,4.0,-4.4,2.1,-2.6,-3.7
-2.6,-0.5,CCOC(=O)/C=C1/SCC(=O)N1CC(=O)Nc1cccc(F)c1,-3.7,-0.8,-5.6,3.6,-1.4,-4.4,0.6,1.9
-5.6&-3.2,0.0&0.1,CC(=O)O[C@H]1C[C@@]2(C)[C@@H](C[C@@H](O)[C@H]3[C@@]4(C)CC[C@@H](O)[C@@H](C)[C@@H]4CC[C@@]32C)/C1=C(\CCC=C(C)C)C(=O)O,8.4&-2.4,0.8&8.1,4.0&1.9,-2.3&-15.2,2.4&8.0,1.7&0.2,6.3&-5.3,-0.2&5.8
-0.8,-0.4,COc1ccc(S(=O)(=O)Nc2cc(C)nn2-c2ccccc2)cc1,-6.9,-0.2,2.2,-6.2,-1.7,1.9,5.5,-4.0
0.6,0.4,Cc1ccc(C(=O)N2CCC(C(=O)c3c(C)cc(C)cc3C)CC2)cc1,6.0,-3.0,1.6,1.5,-1.6,-1.8,-9.0,-1.0
-1.8,0.7,CCOC(=O)C1C(c2ccccc2)C(C(=O)OCC)S(=O)(=O)C(CCN(CC)CC)S1(=O)=O (stereo unspecified),-1.4,0.0,-6.7,2.6,6.7,-1.3,11.4,0.6
-1.5,-0.2,CCCc1nc2ccccc2n1CC(O)COc1ccc(NC(C)=O)cc1 (stereo unspecified),-7.1,-2.0,6.7,14.1,3.8,2.8,2.6,-0.7
-2.6,-0.4,CN(C(=O)c1cccc(C#N)c1)c1nnc(C2CCCO2)s1 (stereo unspecified),-2.3,-2.4,-5.8,-10.8,1.2,2.6,3.5,-0.6
-1.8,-0.9,CCN1C=C(Cc2ccc(F)cc2)C2=C(C1)C(c1ccc(F)cc1)C(C#N)=C(N)O2 (stereo unspecified),7.6,-28.1,17.9*,-4.8,-2.7,-29.7,-1.1,-1.3
-1.4,0.6,CCc1cc(=O)[nH]c(SCc2ccc(C)cc2)n1,-5.7,1.8,7.3,5.6,0.6,0.7,11.5,-0.2
2.4,0.8,Cc1noc(C)c1C1(O)CCCCCCCCCCC1,-2.9,-0.6,4.1,-12.2,-0.4,0.3,0.5,1.4
-3.0,-0.3,O=C(O)CCn1nnc2ccccc21,-1.0,4.9,-2.3,-3.7,0.0,-6.2,-5.9,1.8
2.5,-0.8,COc1cc(S(=O)(=O)N2CCOCC2)ccc1NC(=O)CSc1nnc(N)s1,-3.5,-0.2,-5.0,2.8,2.9,-0.7,3.9,1.4
-7.0,-1.8,COc1cccc(C(=O)n2ccc3ccc(-c4ccc5ccn(Cc6ccc(C#N)cc6)c5c4)cc32)c1,3.7,-74.4,-5.2,nt,-3.4,-89.0,nt,-2.2
-4.2,0.6,Cc1ccc(O)c(C2=NCCNC(C(F)(F)F)=C2)c1,4.9,0.0,-4.6,3.8,-1.4,-2.3,-3.2,-3.3
1.0,0.3,Brc1ccc2c(c1)[C@H]1OCC[C@H]1[C@@H](c1cccs1)N2,2.7,-0.1,1.8,-19.1,1.7,-6.8,-14.3,-1.2
-6.0,-0.2,C#CCOCCOCCOCCNc1nc(N2CCOCC2)nc(N2CCN(C(=O)[C@H](CC(N)=O)n3cc(C(N)[C@@H](C)CC)nn3)CC2)n1 (stereo partly specified),4.2,-0.8,-0.8,12.0,5.2,1.7,7.2,4.2
0.6,0.0,O=C(COC(=O)c1ccc(N2CCOCC2)c([N+](=O)[O-])c1)Nc1ccc2c(c1)OCO2,-8.9,1.1,-7.1,-8.7,-10.9,2.3,-3.2,-6.7
-6.2,0.2,COCCN(Cc1nc(-c2ccc(-c3ccccc3)cc2)oc1C)C(C)C,-1.5,-4.3,4.9,5.0,-1.1,-8.8,5.4,-0.2
-111.8,9.0,CC(=O)CC(=O)Nc1ccc(Cl)cn1,-4.1,-22.3,9.4,-11.0,2.3,-33.1,-8.0,-3.4
-11.6,0.3,O=C(OCc1nc2ccccc2s1)c1cccc(N2C(=O)CCC2=O)c1,5.2,0.0,-1.6,-0.4,4.2,0.1,-5.4,1.8
1.7,0.2,CCCCN(C(=O)c1[nH]c(C)c(C(C)=O)c1C)c1c(N)n(CCCC)c(=O)[nH]c1=O,2.9,0.1,-2.2,7.1,0.9,-3.4,-2.4,0.8

An excerpt from above in order of length of the SMILES, descending.
ADAM17 inh,KLK7 zymogen act,smiles,DDE Tn7 FP inh,PLCg1 inh,DDE Tn6 FP inh,ASAP1 GAP inh,MBD2 DNA inh,PLCb3 inh,ARFGAP1 inhibitor,UHRF1 MBD2 ctr
-7.0,-1.8,COc1cccc(C(=O)n2ccc3ccc(-c4ccc5ccn(Cc6ccc(C#N)cc6)c5c4)cc32)c1,3.7,-74.4,-5.2,nt,-3.4,-89.0,nt,-2.2
1.7,0.2,CCCCN(C(=O)c1[nH]c(C)c(C(C)=O)c1C)c1c(N)n(CCCC)c(=O)[nH]c1=O,2.9,0.1,-2.2,7.1,0.9,-3.4,-2.4,0.8
-2.6,-0.4,CN(C(=O)c1cccc(C#N)c1)c1nnc(C2CCCO2)s1 (stereo unspecified),-2.3,-2.4,-5.8,-10.8,1.2,2.6,3.5,-0.6

Of the compounds above, seven contain an aryl methoxy group:
ADAM17 inh,KLK7 zymogen act,smiles,DDE Tn7 FP inh,PLCg1 inh,DDE Tn6 FP inh,ASAP1 GAP inh,MBD2 DNA inh,PLCb3 inh,ARFGAP1 inhibitor,UHRF1 MBD2 ctr
-3.4,0.2,CCC(Sc1ncccc1C(=O)Oc1cccc([N+](=O)[O-])c1)C(=O)Nc1ccccc1OC (stereo unspecified),12.7,-1.1,5.3,0.3,-3.2,-0.3,4.1,-0.5
-0.2,-1.0,COc1nc(OC)nc(N2CCC(C(=O)NC3CCCCCC3)CC2)n1,4.6,1.2,9.0,-0.9,-1.1,-1.1,-4.8,0.0
3.2,0.3,COc1ccc(Br)cc1CN(C)C(=O)c1cc(Cl)c2c(c1)OCCO2,-2.6,1.1,-14.4,0.4,-5.8,-2.8,-5.5,2.8
-0.6,-0.1,COc1ccc(NC(=O)C(Cc2ccccc2)n2cccc2)cc1 (stereo unspecified),9.4,0.8,0.0,4.9,1.0,-6.4,-5.6,-3.0
-0.8,-0.4,COc1ccc(S(=O)(=O)Nc2cc(C)nn2-c2ccccc2)cc1,-6.9,-0.2,2.2,-6.2,-1.7,1.9,5.5,-4.0
2.5,-0.8,COc1cc(S(=O)(=O)N2CCOCC2)ccc1NC(=O)CSc1nnc(N)s1,-3.5,-0.2,-5.0,2.8,2.9,-0.7,3.9,1.4
-7.0,-1.8,COc1cccc(C(=O)n2ccc3ccc(-c4ccc5ccn(Cc6ccc(C#N)cc6)c5c4)cc32)c1,3.7,-74.4,-5.2,nt,-3.4,-89.0,nt,-2.2
